CD11b adhes inh: blocks human CD11b/CD18 adhesion to fibrinogen; K562 CD11b/CD18 adhesion to fibrinogen, ATPlite luminescence; Mn2+ added to activate the integrin; actives 0.54% (n = 93,000); AID 1497; inhibition, % at 10 µM;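 active means primary inhibition of 50% or more at 10 µM, then 40% or more on retest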; further: some results filed as inactive read as strong as hits
CYP2C19 inhib: human CYP2C19 inhibition | AID 778 | P33261 | inhibition, % at 5 µM | CYP2C19 Supersomes, luciferin-H EGE luminescence, 30 min | actives 21% (n = 96,000);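 active means CYP2C19 inhibition above a set limit at 5 µM in the primary screen, cut at about 50% in these data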;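 further: plate controls were negative control wells for no effect and 2.5 mM tranylcypromine positive control for full effect; values of inactives mirror those of a sister screen read the other way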
Target sequence (P33261 whole entry, looked up): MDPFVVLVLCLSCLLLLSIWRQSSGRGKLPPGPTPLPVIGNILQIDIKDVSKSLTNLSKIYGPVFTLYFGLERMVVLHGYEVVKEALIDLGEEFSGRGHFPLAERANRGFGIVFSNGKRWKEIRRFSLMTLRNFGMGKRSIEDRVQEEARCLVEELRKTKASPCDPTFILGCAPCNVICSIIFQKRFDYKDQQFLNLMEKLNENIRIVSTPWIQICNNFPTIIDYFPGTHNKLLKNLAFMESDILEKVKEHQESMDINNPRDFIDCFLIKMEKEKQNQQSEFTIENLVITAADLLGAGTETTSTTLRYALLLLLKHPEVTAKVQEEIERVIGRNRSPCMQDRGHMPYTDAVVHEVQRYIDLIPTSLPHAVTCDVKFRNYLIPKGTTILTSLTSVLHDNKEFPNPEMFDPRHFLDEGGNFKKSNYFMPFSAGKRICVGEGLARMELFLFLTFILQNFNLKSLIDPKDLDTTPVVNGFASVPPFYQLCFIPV
ERa coact pot: enhances coactivator binding to human estrogen receptor alpha; actives 1.3% (n = 86,000); P03372; coactivator binding (% of control), % at 25.6 µM; AID 639; TR-FRET ERalpha-LBD/SRC-Cy5 coactivator binding, 2 h; 100 = basal binding, no effect; in the data active means activity above about 200%;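 further: binding measured in presence of low estradiol as agonist stimulus; 0% = peptide alone without receptor and 100% = receptor with peptide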
Target sequence (P03372 whole entry, looked up, the tested form may be a part): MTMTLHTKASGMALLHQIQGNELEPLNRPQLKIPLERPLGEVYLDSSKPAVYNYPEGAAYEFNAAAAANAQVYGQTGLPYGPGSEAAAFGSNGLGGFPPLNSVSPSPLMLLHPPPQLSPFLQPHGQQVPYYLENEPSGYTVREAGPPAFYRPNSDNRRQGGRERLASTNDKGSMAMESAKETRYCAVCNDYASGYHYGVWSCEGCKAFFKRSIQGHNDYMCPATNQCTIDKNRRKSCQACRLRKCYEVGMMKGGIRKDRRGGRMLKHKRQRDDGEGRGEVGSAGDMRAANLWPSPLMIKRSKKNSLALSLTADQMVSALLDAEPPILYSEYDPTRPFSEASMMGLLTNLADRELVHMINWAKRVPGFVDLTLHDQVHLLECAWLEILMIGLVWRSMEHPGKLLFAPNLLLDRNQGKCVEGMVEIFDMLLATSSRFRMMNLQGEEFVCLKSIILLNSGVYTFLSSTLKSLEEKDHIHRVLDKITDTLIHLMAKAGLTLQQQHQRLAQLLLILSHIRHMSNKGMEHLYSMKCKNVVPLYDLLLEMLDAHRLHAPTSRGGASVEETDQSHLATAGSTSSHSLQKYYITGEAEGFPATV
Fibroblast inh: blocks proliferation of human lung fibroblasts; viability, % at 10 µM; actives 1.1% (n = 85,000); LL 47 human lung fibroblast viability, ATP luminescence; active compounds read low;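 active means viability at or below 50% in the single dose screen; inactive means viability above 50%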;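 further: compound exposure lasted 72 h before the ATP readout; 100% = median luminescence of untreated cell-only wells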
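Test system: LL 47 human lung fibroblasts; Quantity: 1,150 cells/well; Buffer or medium: IMEM plus 15% FBS; Dosing: tenfold compound dosing solution, DMSO at 0.1%; Timing: overnight cell rest, 72 h compound treatment at 37 °C; Detection: ATP-based CellTiter-Glo luminescent readout; Read-out basis: viability percentage against median untreated-cell control; Controls: cell-only wells, no compound.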
H69AR growth 86K: growth inhibitors of human H69AR lung tumor cells; H69AR lung tumor viability, ATP luminescence, 72 h; active compounds read low; AID 598; viability, % at 10 µM; actives 6% (n = 85,000);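 active means viability at or below 40%; inactive means viability above 40%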;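 further: multidrug resistant small cell line overexpressing MRP-1 efflux transporter; 100% = mean luminescence of untreated control wells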
CYP2C19 activ: increases human CYP2C19 enzyme activity; AID 1025; recombinant CYP2C19, luciferin-H EGE luminescence; active compounds read high; 0 = fully inhibited enzyme, 1 = untreated enzyme; P33261; activation factor at 5 µM; 96,000 tested, under 10 active;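 active means activation factor of at least 2 at 5 µM in the primary screen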;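 further: 0 = wells with 2.5 mM tranylcypromine and 1 = vehicle-only wells; values of inactives mirror those of a sister screen read the other way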
ERa SRC1 inh: ER-alpha (human) coactivator binding inhibition; P03372; TR-FRET ER-alpha LBD / SRC-1 peptide, estradiol-bound; inhibition, % at 25.6 µM; actives 1.7% (n = 86,000); in the data active means inhibition above about 50%;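 further: 0% = receptor plus peptide control and 100% = peptide only without receptor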
HUVEC inhibit: blocks proliferation of human endothelial cells. HUVEC proliferation, CellTiter-Glo luminescence, 72 h; active compounds read low. viability, % at 10 µM (by protocol). actives 1.1% (n = 86,000);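 active means viability at or below 30%; inactive means viability above 30%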;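 further: 100% = median luminescence of DMSO-only cell control wells on each plate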
Mac1 fbg enh: enhancers of human CD11b/CD18 binding to fibrinogen; activation, % at 10 µM; P05107+P11215; K562 CD11b/CD18 adhesion to fibrinogen, ATPlite luminescence; actives 0.07% (n = 93,000);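 active means 10 µM primary screen giving 50% or more activity, confirmed by 40% or more on retest at that dose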; further: strong numbers were not always called active
* hit, by the source's call; x = no result given; [ ] = another dose, or the depositor's remark.

Results follow in this order: CD11b adhes inh	CYP2C19 inhib	ERa coact pot	Fibroblast inh	H69AR growth 86K	CYP2C19 activ	ERa SRC1 inh	HUVEC inhibit	Mac1 fbg enh
CCN(CC(=O)N1CCOCC1)S(=O)(=O)c1ccc(C)cc1
    -6	37	126	103	100	0.6	-5	100	-3
Cc1ccc(N(CC(=O)N/N=C/c2cccs2)S(C)(=O)=O)cc1Cl
    -6	47	x	x	x	0.5	x	x	0
COc1cccc(NC(=O)Cc2nnc(SCCOc3ccccc3)n2C)c1
    10	21	94	94	54	0.8	17	105	1
CON(c1nc(Cl)nc(N(C)C)n1)S(=O)(=O)c1ccccc1Cl
    13	69*	103	91	22*	0.3	2	90	1
COC(=O)C1=NN(c2ccccc2)C2(S1)SC(C(C)=O)=C(C)N2c1ccccc1 (stereo not drawn)
    x	24	88	98	109	0.8	3	99	x
Cc1ccc(CSc2nnc(-c3cccs3)n2C)cc1
    x	x	106	100	91	x	-13	101	x
CC1(C)SCC2C(=O)N3C(CSC3(C)C)C(=O)N21 (stereo not drawn)
    -24	14	129	100	98	0.9	8	98	-3
c1ccc(-n2nnnc2OCCOc2nnnn2-c2ccccc2)cc1
    4	46	118	94	90	0.5	-6	80	-2
NC1=NC(=O)C2(COC(c3ccccc3Cl)OC2)S1 (stereo not drawn)
    x	x	85	100	93	x	-1	90	x
CC(=O)c1cccc(NC(=O)c2ccc(N(C)S(C)(=O)=O)cc2)c1
    -18	-9	87	103	90	1.1	12	95	6
COC(=O)CN1C(=O)CC(C)(C)S(=O)c2ccccc21 (stereo not drawn)
    1	-11	104	101	106	1.1	31[fluorescence artefact?]	102	-6
COC(=O)c1ccc(/C=C(\C#N)c2nc3ccccc3s2)cc1
    x	20	153[fluorescence artefact?]	98	98	0.8	47	100	x
Cc1ccccc1-n1c(SCc2cc(=O)n3ccccc3n2)nc2[nH]ncc2c1=O
    10	12	92	x	78	0.9	0	98	-7
COc1cccc(-c2ccc(=O)n(CC(=O)Nc3ccc(C(=O)N4CCCC4)cc3)n2)c1
    7	55*	92	92	86	0.5	2	100	-4
COc1ccc(CC(=O)NCc2ccccc2)cc1S(=O)(=O)N1CCOCC1
    -5	0	107	97	80	1	3	88	1
CCCc1ncc(C(O)c2cccc3ccccc23)n1C (stereo not drawn)
    0	61*	101	102	78	0.4	2	96	2
COc1cccc(/C=N/N2C(=O)C3C4c5ccccc5C(c5ccccc54)C3C2=O)c1OC (stereo not drawn)
    -2	0	x	x	x	1	x	x	-6
CCCc1cc(=O)n2[nH]c(NCc3c(Cl)cccc3Cl)nc2n1
    -16	11	116	92	84	0.9	0[fluorescence artefact?]	66	2
Cc1ccccc1Nc1nc(N)nc(CN2CCN(c3ccccn3)CC2)n1
    1	13	77	103	71	0.9	1	99	-2
COc1cc(CNCCSc2nnnn2C)cc(OC)c1OC
    20	57*	106	112	93	0.4	-4	96	0
O=C(Nc1nc(-c2ccccn2)cs1)c1ncc(Cl)c(Cl)c1Cl
    5	-6	196	86	70	1.1	7	52	0
Cc1ccc(-c2nnn(CC(=O)NCc3ccccc3)n2)c(-n2cnnn2)c1
    3	-6	125	98	88	1.1	1	91	0
Cc1ccc(C(=O)Nc2ccc(N3CCOCC3)cc2)cc1
    1	5	119	104	92	0.9	-9	103	0
O=C(Cn1cnc2c(nnn2Cc2ccccc2)c1=O)c1ccc(Cl)cc1
    x	x	104[fluorescence artefact?]	93	88	x	1	74	x
O=C(CCCn1c(SCC(=O)c2ccc(F)cc2)nc2ccccc2c1=O)NCc1ccco1
    -7	70*	87	67	58	0.3	18	74	-2
O=C(O)CC1(Cc2nc(-c3cccs3)no2)CCCC1
    4	-5	128	95	87	1.1	-2	96	-3
C=CCOc1c2ccc(C(=O)N(CC)c3ccc(OC)cc3)cc2nn1C
    -8	44	x	x	x	0.6	x	x	-2
COc1ccc(N2C(=O)CCC(C(=O)NCCN3CCOCC3)C2c2ccc(OC)c(OC)c2)cc1 (stereo not drawn)
    1	12	117	x	109	0.9	-1	111	-1
CCOC(=O)CCC(=O)Nc1ccc(S(=O)(=O)N2CCC(C)CC2)cc1
    x	x	101	x	104	x	-4	96	x
COc1ccc(Nc2cc(C(=O)NCCCN3CCN(C)CC3)c3ccccc3n2)c(OC)c1
    34	19	95	101	93	0.8	10	91	2
CCSc1nc(-c2ccc(OC)cc2)cc(-c2ccc(OC)cc2)c1C#N
    -42	32	371*[fluorescence artefact?]	89	88	0.7	5[fluorescence artefact?]	100	2
CCOc1ccc(C2C(C#N)=C(N)N3C(=C2C#N)Sc2ccccc23)cc1 (stereo not drawn)
    0	8	93	90	87	0.9	7	75	24
CCOC(=O)c1ccc(NC(=S)NCC(O)c2ccccc2)cc1 (stereo not drawn)
    18	28	x	x	x	0.7	x	x	-3
O=C(c1cccc(COCC(F)(F)C(F)F)c1)N1CCN(c2ccccc2)CC1
    -2	46	124	101	84	0.5	-22	92	5
CS(=O)(=O)N(CCc1ccccc1)CC(=O)Nc1ccc2c(c1)OCO2
    0	15	47	103	95	0.8	62*[fluorescence artefact?]	104	1
O=c1c2nnn(Cc3ccc(Cl)cc3)c2ncn1Cc1ccc(F)cc1
    -27	7	103	89	77	0.9	-11	83	-2
Cn1c(=O)oc2cc(S(=O)(=O)N3CCN(c4ccccc4)CC3)ccc21
    -1	11	97[fluorescence artefact?]	98	92	0.9	6	75	-6
O=C(NCc1ccco1)c1ccc(Cn2cc([N+](=O)[O-])cn2)o1
    -10	26	x	x	x	0.7	x	x	-4
Cn1c(SCC(=O)NCc2ccccc2)nnc1C1CC1
    9	1	124	104	71	1	-18	95	-1
CC1=C(C(=O)OCc2ccccc2)C(c2ccco2)n2ncnc2N1 (stereo not drawn)
    -14	90*	103	91	76	0.1	-5	96	0
COCCn1c(-c2ccc(OC)cc2)cnc1SCC(=O)Nc1cccc2ccccc12
    -7	67*	x	x	x	0.3	x	x	0
CCCCSc1nnc2c(n1)[nH]c1ccccc12
    31	17	157	99	89	0.8	56*	87	52
O=C1NCCN1Cc1ccccc1
    -9	-2	90	99	89	1	-2	99	-1
Cc1cccc(-n2nc3c(c2NC(=O)c2ccc(Br)o2)CSC3)c1
    -10	-4	211*	100	94	1	1	93	22
CC(=O)Nc1cccc(NC(=O)c2c(-c3ccccc3)noc2C)c1
    -4	67*	98[fluorescence artefact?]	95	85	0.3	7	83	3
Cc1ccc(/C=C/C(=O)Nn2cnnc2)cc1
    4	23	x	x	x	0.8	x	x	-3
CCCNc1c(N)n(-c2ccccc2)c(=O)[nH]c1=O
    -12	-6	147[fluorescence artefact?]	101	98	1.1	-4	90	0
CC(NC(=O)c1cc2c(=O)n(C)c3ccccc3c2n1C)c1ccc2c(c1)OCCO2 (stereo not drawn)
    x	x	277*[fluorescence artefact?]	100	45	x	19[fluorescence artefact?]	68	x
CCCCOC(=O)Nc1ccc(C(C)C)cc1
    x	x	119	96	91	x	-9	98	x
CCNC(=S)N(Cc1ccc(OC)cc1)C1CC(=O)N(c2ccc(OCC)cc2)C1=O (stereo not drawn)
    -35	21	x	x	x	0.8	x	x	2
Fc1ccc(Oc2cc(N3CCOCC3)nc(-c3ccccc3)n2)c(F)c1
    6	1	x	x	x	1	x	x	0
COCCOC(=O)C1=C(C)OC(N)=C(C#N)C1c1ccco1 (stereo not drawn)
    x	x	110	91	83	x	-9	97	x
CCCc1[nH]nc2c1C(CCc1ccccc1)C(C#N)=C(N)O2 (stereo not drawn)
    4	77*	93	100	77	0.2	13	66	-2
COc1ccc(/C(O)=C2/C(=O)C(=O)N(CCCC(=O)O)C2c2ccc(OC)c(OC)c2)cc1 (stereo not drawn)
    x	-18	97	95	106	1.2	2	94	x
Cc1cc(C)n(C(=O)CSc2ccc(Cl)cc2)n1
    -17	5	x	x	x	0.9	x	x	8
Cc1ccc(CNC(=O)C2CCC(=O)N2CCc2ccccc2)cc1 (stereo not drawn)
    5	10	96	103	99	0.9	1	104	2
Cc1cccc(Nc2nc(N)nc(CN3CCN(Cc4ccc5c(c4)OCO5)CC3)n2)c1
    -12	13	122	101	66	0.9	-1	89	2
Cc1noc(C)c1CSc1nc2ccccc2n1C
    -10	89*	99	100	76	0.1	-4[fluorescence artefact?]	93	1
O=C(Oc1nsnc1N1CCCCC1)N1CCOCC1
    x	x	114	91	85	x	1	98	x
Cc1ccc(-c2cnc(NC(=O)CCC(=O)N3CCCCC3)n2C)cc1
    x	-8	107	106	85	1.1	0	102	x

Random excerpt: three compounds from above
Results follow in this order: CD11b adhes inh	CYP2C19 inhib	ERa coact pot	Fibroblast inh	H69AR growth 86K	CYP2C19 activ	ERa SRC1 inh	HUVEC inhibit	Mac1 fbg enh
CC(=O)c1cccc(NC(=O)c2ccc(N(C)S(C)(=O)=O)cc2)c1
    -18	-9	87	103	90	1.1	12	95	6
Cc1ccc(-c2nnn(CC(=O)NCc3ccccc3)n2)c(-n2cnnn2)c1
    3	-6	125	98	88	1.1	1	91	0
COC(=O)C1=NN(c2ccccc2)C2(S1)SC(C(C)=O)=C(C)N2c1ccccc1 (stereo not drawn)
    x	24	88	98	109	0.8	3	99	x

Further entries
Results follow in this order: CD11b adhes inh	CYP2C19 inhib	ERa coact pot	Fibroblast inh	H69AR growth 86K	CYP2C19 activ	ERa SRC1 inh	HUVEC inhibit	Mac1 fbg enh
Cc1ccc(C(=O)Nc2ccccc2N2CCN(C(=O)C(C)C)CC2)cc1C
    8	76*	x	x	x	0.2	x	x	-1
CSc1cccc(NC(=O)Cn2cccc2)c1
    x	42	105	108	96	0.6	-9	112	x
O=C(c1ccco1)N1CCN(c2c(-c3ccccc3)c3cc(Cl)ccc3[nH]c2=O)CC1
    24	-13	223*[fluorescence artefact?]	92	101	1.1	25[fluorescence artefact?]	63	-5
O=C(c1ccc2ccccc2n1)N1CCN(c2ccccc2O)CC1
    20	58*	99	97	99	0.4	-5[fluorescence artefact?]	98	4
Cc1c(NC(=O)c2n[nH]c(=O)c3ccccc23)c(=O)n(-c2ccccc2)n1C
    -3	-20	110	101	103	1.2	-1	98	1
Cc1ccc(-c2nnc(SCC(=O)CC(=O)Nc3ccccc3)n2C)cc1
    x	x	93	100	68	x	1	86	x
C/C(=N\NS(C)(=O)=O)c1ccccc1
    6	9	109[fluorescence artefact?]	104	114	0.9	10	103	-3
O=C1[C@@H]2Cc3ccccc3CN2C(=O)N1c1cccc(F)c1
    -1	1	121	105	101	1	-3	103	-1
COc1ccc(C2C(C(=O)Nc3cccnc3)=C(C)Nc3nc(-c4cccs4)nn32)cc1OC (stereo not drawn)
    11	10	105	94	86	0.9	0	98	-4
CCOC(=O)c1nn(-c2ccccc2)c(=O)c2c(N)scc12
    -7	7	97[fluorescence artefact?]	90	97	0.9	34[fluorescence artefact?]	83	-1
Cc1cc(C(F)F)n2nc(C(=O)Nc3ccc(S(=O)(=O)N4CCCC4)cc3)nc2n1
    1	-13	104	98	97	1.1	-13	94	-3
CC(=O)c1c(N2CCC(C(N)=O)CC2)nc(=S)n(-c2ccccc2)c1C
    x	0	100	105	109	1	-9	86	x
Cc1cccc(C)c1NC(=O)C(NC=O)c1ccc(N(C)C)cc1 (stereo not drawn)
    -1	64*	122	94	103	0.4	1	99	-2
Cc1ccc(/C=N\NC(=O)Cn2c(C)nc3ccccc32)o1
    14	4	x	x	x	1	x	x	-3
